A549 viability = counter-screen for Nrf2 inhibitors: cytotoxicity in A549 cells; A549 ARE-Fluc cells, CellTiter-Fluor viability, 18-24 h; Potency, µM (highest dose often 46 µM), inactives show at the top dose activity change, negative = cytotoxicity, usual class: inhibitors; 0.16% of 390,000 active; note: potency is the fitted concentration of half-maximal effect; % is set by controls: 0 for no effect and ±100 for the full control effect
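Cytotoxicity counterscreen: CellTiter-Fluor fluorescence was measured in A549 ARE_Fluc cells after 18-24 h of compound exposure in a concentration series. The subsequent BugLite luminescent read reports ARE-luciferase activity.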
Abeta yeast res = A-beta toxicity reversal in yeast. yeast expressing A-beta42, growth rescue, OD600, 48 h; response scale: 0% DMSO, 100% iron-clioquinol control. Potency, µM (top dose mostly 46.1 µM), inactives show at the highest dose growth rescue, actives largely listed as activators. 0.063% of 410,000 active; note: potency is the fitted concentration of half-maximal effect; nearly all actives have a fitted effect of over 55% in size
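Yeast A-beta toxicity model in growth medium with pinned compounds, 48 h at 30 C; growth read as absorbance at 600 nm. Normalized to FeCl3/clioquinol equimolar mix (positive) and DMSO (negative).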
MmCpn inh = blocks the Methanococcus maripaludis chaperonin Mm-Cpn. purified Mm-Cpn ATPase, ADP Transcreener TR-FRET. Potency, µM (titrated, usually from 76.9 µM), for the others: top-dose activity, negative = inhibition, hits mostly inhibitors. 0.031% of 330,000 active; note: potency is the fitted concentration of half-maximal effect; % is set by controls: 0 for no effect and ±100 for the full control effect; nearly all actives have a fitted effect of over 80% in size
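ATPase turnover read by TR-FRET ADP competition (Eu cryptate antibody/ADP-d2, 665/590 nm): 10uM ATP final, 25nM Mm-CPN final, 30 min 37degC after 10-min compound preincubation, pH 7.4 Tris/KCl/MgCl2/DTT buffer.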
Akt phos inh = blocks phosphorylation of Akt; Neuro2A IGF-stimulated pAkt S473 HTRF, 20 min; stronger effect = lower value; activity change, % for hits at 50 µM; 0.32% of 360,000 active; AID 651550; in the data active = activity change below about -80%; inconclusive = mostly about -51% to -80%; note: % is set by controls: 0 for no effect and ±100 for the full control effect
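Single-point screen (50 µM final compound) in Neuro2A cells stimulated 20 min with 6 nM IGF at 37 deg C. After lysis, Ser473-phosphorylated Akt read by HTRF (ex 330 nm, em 615/665 nm) as the 665/615 ratio.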
HepG2 viability = counter-screen for TGF-b inhibitors: cytotoxicity in HepG2 cells. HepG2 CAGA-GFP viability, ATP luminescence, 18 h. Potency, µM (series often up to 46.1 µM), inactives show at the highest dose activity change, negative = cytotoxicity, usual class: cytotoxic. 0.76% of 410,000 active; note: potency is the fitted concentration of half-maximal effect; some results filed as inactive show a strong effect at the top dose
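CellTiter-Glo luminescence gave cytotoxicity after 18 hours at 37 degrees C. The cells were HepG2 CAGA-GFP in 1% FBS DMEM, stimulated with 500 pg/mL TGF-beta after compound addition. %Activity was normalised to no-cell wells (complete cell-killing) and DMSO (no toxicity), and curves were fitted and classified.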
Nrf2 block = blocks Nrf2 signaling | AID 504444 | A549 ARE-Fluc reporter, luciferase luminescence, 18-24 h | Potency, µM (highest dose often 46 µM), for the others: at the top dose activity change, negative = inhibition, hits mostly inhibitors | 2.1% of 360,000 active; note: potency is the fitted concentration of half-maximal effect; % is set by controls: 0 for no effect and ±100 for the full control effect; nearly all actives have a fitted effect of over 60% in size
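Nrf2 activity is the BugLite luminescence, read 15 min after reagent at room temperature, following CellTiter-Fluor cytotoxicity readout (30 min, 37C). Compound titrations were applied for 18-24 h to 5000 A549 ARE_Fluc cells/well in 5% FBS OPTI-MEM.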
CCT modulator = modulators of cytosolic chaperonin (CCT/TRiC) activity | 0.3% of 360,000 active | AID 651819 | activity change, % (no concentration beside the values), hits read low | purified chaperonin ATPase assay, HTRF ADP detection, 30 min; in the data active = activity change below about -30%; note: % is set by controls: 0 for no effect and ±100 for the full control effect
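ATPase activity: ADP formed was measured by HTRF Transcreener (665/615 nm ratio) after 30 min at 37 deg C with 10 uM ATP. Compounds screened at one 76 uM concentration against 40 or 20 nM TRiC in Tris pH 7.4/KCl/MgCl2/DTT buffer.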
Nrf2 activator = Nrf2 pathway activation; AREc32 ARE-luciferase reporter (MCF7-derived line), luminescence, 24 h; Potency, µM (titrated, usually from 46.1 µM), inactives show at the top dose activation, usual class: activators; 0.31% of 410,000 active; AID 624171; note: potency is the fitted concentration of half-maximal effect; % of control where 0% means no effect; nearly all actives have a fitted effect of over 65% in size
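AREc32_Fluc, 1000 cells/well, OPTI-MEM + 5% FBS, o/n 37 deg C 5% CO2; 23 nL cpd by pin tool, 24 hr; Steady-Glo 30 min RT, luminescence.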
TGFb SMAD3 inh = TGF-b pathway inhibition; HepG2 CAGA-GFP TGF-b/SMAD3 reporter, GFP fluorescence, 18 h; TGF-beta stimulated, 500 pg/mL final; 1.2% of 410,000 active; AID 588855; Potency, µM (titrated, usually from 46.1 µM), for the others: at the top dose activity, negative = inhibition, usual class: inhibitors; note: potency is the fitted concentration of half-maximal effect; % is set by controls: 0 for no effect and ±100 for the full control effect; nearly all actives have a fitted effect of over 65% in size
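Per well, imaged GFP fluorescence of HEPG2 CAGA-GFP cells gives the signal; cells get compound, then TGF-beta (500 pg/mL final), 18 h at 37 degrees C; %Activity versus -TGF-beta and +DMSO controls.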
* = called active by the depositor; i = inactive; u = inconclusive; x = not tested or not shown; [ ] = another dose, or the depositor's remark. Unless noted, calls come from the whole dose curve; as a rule, active = well fitted curve in the direction sought with a large enough effect; inconclusive = small, poorly fitted or top-dose-only effect, or another doubt; inactive = no such curve, though single readings can be large; an effect the other way counts as inactive or inconclusive.

SMILES	A549 viability	Abeta yeast res	MmCpn inh	Akt phos inh	HepG2 viability	Nrf2 block	CCT modulator	Nrf2 activator	TGFb SMAD3 inh
CCc1nc2c(OCc3cccc(OC)c3)cccn2c1N(C)C(=O)c1ccc(OC)cc1	x	-11%	x	i	-12%	x	0.3	0.5%	8%
COc1cccc(/C=N/n2nnnc2N)c1	-4%	5%	1%	i	-28%	-15%	-1.7	2.2%	-9%
O=C(O)c1ccc(F)c(S(=O)(=O)Nc2ccccc2)c1	6%	0%	0%	i	-59%	-1%	-0.8	-0.1%	9%
CCNC(=S)N1CCC(C(=O)c2ccc3c(c2)OCCO3)CC1	-2%	-4%	-1%	i	-14%	16%	-0.3	-0.6%	-4%
COc1ccc(CC(=O)Nc2ccc(S(=O)(=O)N3CCCC3)cc2)c(OC)c1	-17%	10%	-1%	i	-3%	-8%	0.0	-0.7%	-3%
CCCCn1c(CCNC(=O)c2ccco2)nc2ccccc21	9%	4%	2%	i	-16%	6%	0.1	4.0%	-2%
CC1(c2ccccc2Br)NC(=O)N(CC(=O)Nc2ccc(S(N)(=O)=O)cc2)C1=O (stereo unspecified)	1%	8%	0%	i	-2%	-5%	-0.5	-0.3%	11%
O=C(N1CCCCC1)C1(c2ccccc2)CCCCC1	-1%	13%	1%	i	-14%	-9%	-2.5	0.4%	-9%
CCn1cc(C(=O)OCc2ccccc2)c(=O)c2ccc(C)nc21	0%	-8%	1%	i	-6%	-14%	-3.0	0.9%	u
O=C(CN1CCN(S(=O)(=O)c2ccc(Br)cc2)CC1)Nc1ccccc1F	12%	8%	-4%	i	14µM*	x	2.3	-0.6%	-8%
Oc1nc(-c2ccc(Cl)cc2)n2ccncc12	3%	-9%	0%	i	-3%	0%	-4.6	0.5%	-6%
O=[N+]([O-])c1cc2c(cc1C=Nc1ccccc1)OCO2	-17%	15%	1%	i	-8%	-25%	-0.1	-1.0%	0%
Cc1ccc(NC(=O)NCCCN2CCCC2=O)cc1	0%	16%	2%	i	6%	12%	-1.7	-0.6%	8%
COC(=O)[C@]1(C)CCC[C@@]2(C)C3CC[C@@]4(C)C[C@]3(CCC21)CC(=O)N4Cc1ccc(OC)cc1 (stereo partly specified)	-7%	-9%	-5%	i	-29%	15µM*	0.5	-0.2%	u
CC(=O)Nc1ccc(S(=O)(=O)N2CCSCC2)cc1	11%	6%	-1%	i	-3%	-16%	-0.7	0.0%	-15%
Nc1c(-c2cccc(Cl)c2)cnn1-c1cccc(C(F)(F)F)c1	-6%	19%	0%	i	-27%	-6%	-1.8	0.7%	u
COc1ccc(CNC(=O)c2ccc(S(=O)(=O)NCc3ccco3)cc2)cc1	5%	3%	-1%	i	-11%	-5%	0.1	5.9%	-5%
O=C1NC[C@H](CCCCN2C[C@H](Cc3ccccc3)N(CCc3ccccc3)C(=O)C2=O)N(CCC2CCCCC2)C1=O	x	-2%	x	i	x	x	0.5	-1.4%	x
Cc1ccccc1N=C(NOCc1ccccc1)c1nonc1N	17%	u	2%	i	-3%	9%	2.1	-0.1%	-40%
Cc1ccc(/C=C/C(=O)NCCCn2ccnc2)cc1	4%	8%	1%	i	-23%	-6%	0.7	2.4%	-2%
O=c1c2ccccc2c(C=Nc2ccccc2O)c(O)n1-c1nccs1	-14%	5%	-3%	i	-3%	u	-0.2	3.3%	68%[activator]
Cc1cc(C)cc(C(=O)Nc2ccc(N3CCN(C(=O)c4ccco4)CC3)cc2)c1	-1%	-3%	1%	i	-86%	u	0.3	-0.7%	-9%
COc1cccc(C2=NN(C(=O)c3cccs3)C(O)(C(F)(F)F)C2)c1 (stereo unspecified)	1%	3%	-3%	i	7%	18%	-0.8	7.0%	u
COc1cc(C(O)c2nc(-c3cccc(C(F)(F)F)c3)cs2)ccc1F (stereo unspecified)	x	12%	x	i	11µM*	x	0.1	0.6%	13µM*
CCOC(=O)[C@@H](NC(=O)CC[C@H]1O[C@@H](n2cc(C)c(=O)[nH]c2=O)C[C@@H]1O)C(C)C	x	4%	x	i	2%	x	-1.1	-0.3%	-1%
Next section
SMILES	A549 viability	Abeta yeast res	MmCpn inh	Akt phos inh	HepG2 viability	Nrf2 block	CCT modulator	Nrf2 activator	TGFb SMAD3 inh
COC(C/C=C\[C@H](O)[C@H](C)OCc1ccccc1)OC	-4%	6%	x	i	-79%	4%	0.8	-0.3%	u
COC(=O)c1cc(=O)n(Cc2ccc3c(c2)OCO3)c(=Nc2ccc(F)cc2)s1	-1%	4%	-2%	i	-26%	-3%	-0.2	-0.1%	0%
Cc1ccc(OCCCN2C(=O)C(=O)c3cc(C)ccc32)cc1	0%	12%	1%	i	-11%	1%	-2.7	-0.6%	10%
O=[N+]([O-])c1cccc(-c2n[nH]c(=S)n2-c2ccc(Br)cc2)c1	0%	18%	-1%	i	-5%	u	-2.1	-0.1%	2%
Cn1c(N)c(N=O)c(=O)n(C)c1=S	0%	-4%	x	i	0%	-1%	-0.7	6.5%	10%
O=C(CCCN1C(=O)CSc2ncccc21)N1CCN(c2cccc(C(F)(F)F)c2)CC1	-1%	9%	-4%	i	-33%	-14%	-3.0	-0.8%	-7%
CCN(c1ccccc1)c1cc2ccccc2c(=O)[nH]1	-2%	-7%	-2%	i	1%	8%	-1.0	0.1%	-22%
CCC(CO)Oc1cc(NCc2ccccc2C(F)(F)F)c2ncn(C(C)C)c2c1 (stereo unspecified)	u	7%	-6%	i	-18%	u	-2.8	-2.2%	u
CCOc1ccc(Cn2nnc(C(=O)NCc3ccc(OC)cc3)c2N)cc1	12%	5%	1%	i	7%	11%	-1.9	0.1%	-3%
CCS(=O)(=O)Nc1c(C(=O)OC)[nH]c2ccccc12	-1%	3%	1%	i	-6%	4%	-0.5	0.6%	0%
COC(=O)c1cc(C(=O)N2CCc3ccccc32)cc([N+](=O)[O-])c1	-12%	25%	-5%	i	0%	u	-0.2	-0.2%	-1%
CCOC(=O)N1CCC(NC(=O)CCS(=O)(=O)c2ccc3c(c2)CCN3C(=O)CC)CC1	1%	7%	-1%	i	-4%	-8%	-1.6	0.3%	0%
COc1ccc(-c2c(C)nn3c(N4CCN(c5ccccc5)CC4)cc(C)nc23)cc1OC	13%	-1%	x	x	0%	-16%	x	8.1%	u
O=C(CCC1CCCCC1)Nc1cc(C(F)(F)F)ccc1N1CCOCC1	-5%	4%	0%	i	-7%	12%	0.3	2.2%	u
Cn1c(-c2ccccc2)cccc1=O	-1%	-15%	2%	i	4%	x	-3.6	0.5%	5%
Cn1c2ccc(F)cc2c2ncn(Cc3ccco3)c(=O)c21	-14%	11%	0%	i	-12%	4%	0.3	6.0%	0%

Shown bar-delimited: part of the list above.
structure | A549 viability | Abeta yeast res | MmCpn inh | Akt phos inh | HepG2 viability | Nrf2 block | CCT modulator | Nrf2 activator | TGFb SMAD3 inh
O=c1c2ccccc2c(C=Nc2ccccc2O)c(O)n1-c1nccs1 | -14% | 5% | -3% | i | -3% | u | -0.2 | 3.3% | 68%[activator]
CCC(CO)Oc1cc(NCc2ccccc2C(F)(F)F)c2ncn(C(C)C)c2c1 (stereo unspecified) | u | 7% | -6% | i | -18% | u | -2.8 | -2.2% | u
COc1ccc(CC(=O)Nc2ccc(S(=O)(=O)N3CCCC3)cc2)c(OC)c1 | -17% | 10% | -1% | i | -3% | -8% | 0.0 | -0.7% | -3%
COc1ccc(CNC(=O)c2ccc(S(=O)(=O)NCc3ccco3)cc2)cc1 | 5% | 3% | -1% | i | -11% | -5% | 0.1 | 5.9% | -5%
CCOC(=O)[C@@H](NC(=O)CC[C@H]1O[C@@H](n2cc(C)c(=O)[nH]c2=O)C[C@@H]1O)C(C)C | x | 4% | x | i | 2% | x | -1.1 | -0.3% | -1%

Complete entries, quoted from the list.
O=c1c2ccccc2c(C=Nc2ccccc2O)c(O)n1-c1nccs1 reads A549 viability = -14%; Abeta yeast res = 5%; MmCpn inh = -3%; Akt phos inh = i; HepG2 viability = -3%; Nrf2 block = u; CCT modulator = -0.2; Nrf2 activator = 3.3%; TGFb SMAD3 inh = 68%[activator]
CCc1nc2c(OCc3cccc(OC)c3)cccn2c1N(C)C(=O)c1ccc(OC)cc1 reads A549 viability = x; Abeta yeast res = -11%; MmCpn inh = x; Akt phos inh = i; HepG2 viability = -12%; Nrf2 block = x; CCT modulator = 0.3; Nrf2 activator = 0.5%; TGFb SMAD3 inh = 8%

Assay outcomes deposited in PubChem by National Center for Advancing Translational Sciences (NCATS).
